Source: PubChem BioAssay
TRPML3 agonist – activates the human TRPML3 channel. Q8TDD5. HEK293 TRPML3-YFP, Fluo-8 calcium fluorescence; 100% = the carbachol control signal. activation, % at 3 µM. hit rate 0.29% among 220,000;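 active means activation above its plate's cutoff, the mean activation of the plate's test wells plus 3 SD, cut at about 12% in these data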;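 further: 0% = DMSO only wells and 100% = carbachol wells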
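system = HEK293 cells stably carrying human TRPML3-YFP | doses = one concentration, 3 µM nominal, 0.3% DMSO | timing = dye loading 1 h 37 °C then 30 min ambient, 125 s read | detection = Fluo-8 calcium dye fluorescence, ex 470-495, em 515-575 nm | benchmarks = high control carbachol 87 µM, low control DMSO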
S1P4 antagonist – human S1P4 receptor antagonism. O95977. inhibition, % at 4.98 µM. hit rate 0.26% among 220,000. S1P4-expressing cells, antagonist mode, reporter read-out. AID 1510; in the data active means inhibition above about 29%;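 further: 0% = wells stimulated with agonist and 100% = vehicle wells without agonist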
S1P4 agonist – human S1P4 receptor agonism. activation, % at 4.98 µM. AID 1509. S1P4-expressing cell line, agonist reporter assay. hit rate 0.35% among 220,000. O95977; in the data active means activation above about 11%;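 further: 0% = DMSO vehicle and 100% = reference agonist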
BaF3 parental – parental Ba/F3 viability inhibition as JAK2V617F counter-screen. CellTiter-Glo ATP luminescence. inhibition, % at 5.6 µM. hit rate 1.1% among 220,000. AID 1486;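 active means inhibition above a per-campaign cutoff, the mean inhibition of all tested compounds plus 3 SD, cut at about 27% in these data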;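 further: 0% = DMSO wells and 100% = JAK Inhibitor I control wells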
Calpain2 inh – calpain II (pig) inhibition. inhibition, % at 16 µM. hit rate 0.37% among 220,000. purified calpain II, fluorogenic peptide substrate, 30 min. AID 1236;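 active means inhibition above about 50%, limit read from the data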
Ba/F3 V617F tox – loss of viability in JAK2V617F-driven Ba/F3 cells; Ba/F3 EpoR-JAK2V617F viability, ATP luminescence; inhibition, % at 5.6 µM; hit rate 1.1% among 220,000; AID 1446;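 active means inhibition above the campaign mean plus 3 SD over all tested compounds, cut at about 24% in these data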;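 further: cytokine-independent growth of Ba/F3 cells driven by EpoR plus mutant JAK2; 0% = DMSO-treated cells and 100% = JAK inhibitor I control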
PERK inh – inhibitors of human PERK kinase | AID 1416 | inhibition, % at 5.6 µM | Q9NZJ5 | CHO PERK-DD fusion, SEAP luminescence translation reporter | hit rate 0.17% among 220,000;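 active means inhibition above the mean inhibition of all tested compounds plus 3 SD, set separately per screening campaign, cut at about 2.9% in these data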;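 further: PERK kinase domain activated by AP20187 dimerizer at 100 nM; 0% = DMSO with dimerizer and 100% = rapamycin at 8.4 µM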
Target sequence (Q9NZJ5 whole entry, looked up, the tested form may be a part): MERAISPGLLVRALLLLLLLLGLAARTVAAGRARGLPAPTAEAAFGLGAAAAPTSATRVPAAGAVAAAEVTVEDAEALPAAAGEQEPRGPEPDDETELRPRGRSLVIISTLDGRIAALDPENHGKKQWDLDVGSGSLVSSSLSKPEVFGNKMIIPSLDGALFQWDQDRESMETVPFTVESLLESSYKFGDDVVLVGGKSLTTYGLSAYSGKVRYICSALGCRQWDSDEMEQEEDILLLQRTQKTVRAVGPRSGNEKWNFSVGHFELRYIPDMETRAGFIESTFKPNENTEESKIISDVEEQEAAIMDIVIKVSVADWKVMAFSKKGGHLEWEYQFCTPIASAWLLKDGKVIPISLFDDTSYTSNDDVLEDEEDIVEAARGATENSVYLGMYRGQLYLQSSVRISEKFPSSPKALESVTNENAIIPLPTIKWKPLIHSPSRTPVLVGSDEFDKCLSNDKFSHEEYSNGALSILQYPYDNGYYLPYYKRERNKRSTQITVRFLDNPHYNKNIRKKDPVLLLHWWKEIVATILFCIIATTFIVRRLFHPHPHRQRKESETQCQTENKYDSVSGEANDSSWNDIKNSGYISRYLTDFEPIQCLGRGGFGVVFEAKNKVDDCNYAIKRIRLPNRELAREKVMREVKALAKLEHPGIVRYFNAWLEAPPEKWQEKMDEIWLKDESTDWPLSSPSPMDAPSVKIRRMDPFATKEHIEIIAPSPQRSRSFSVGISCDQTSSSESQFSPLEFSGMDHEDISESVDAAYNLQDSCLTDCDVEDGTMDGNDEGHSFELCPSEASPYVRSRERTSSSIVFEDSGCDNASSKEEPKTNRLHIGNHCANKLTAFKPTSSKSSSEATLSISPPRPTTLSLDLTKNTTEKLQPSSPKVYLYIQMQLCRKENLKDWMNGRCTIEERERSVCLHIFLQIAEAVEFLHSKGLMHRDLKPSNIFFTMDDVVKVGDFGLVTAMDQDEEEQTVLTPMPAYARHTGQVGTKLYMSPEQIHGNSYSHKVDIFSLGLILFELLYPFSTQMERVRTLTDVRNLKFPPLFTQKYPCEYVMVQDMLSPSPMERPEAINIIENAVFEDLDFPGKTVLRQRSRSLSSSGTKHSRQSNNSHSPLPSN
zfTRPN1 agonist – agonists of zebrafish TRPN1 channel; HEK293 zebrafish TRPN1-YFP, Fluo-8 calcium fluorescence; 100% = response to 87 µM carbachol; activation, % at 3 µM; hit rate 0.18% among 220,000;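 active means activation above its plate's cutoff, the mean activation of test wells on that plate plus 3 SD, cut at about 19% in these data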;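 further: 0% = DMSO alone and 100% = 87 µM carbachol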
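Assay system: Zebrafish TRPN1-YFP in HEK293 cells | Incubation: Dye loading 1 h at 37 °C, then 30 min room temperature | Measured by: Kinetic Fluo-8 fluorescence, ex 470-495, em 515-575 nm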
EP2 mod – modulators of human EP2 prostaglandin E2 receptor. hit rate 0.83% among 260,000. induction, % at 25 µM. AID 940. EP2-expressing cells, cAMP HTRF FRET, PGE2 co-stimulation;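 active means compounds whose cAMP rise, as percent of the full-agonist control response, exceeds 60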;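 further: rat C6 glioma line stably carrying human EP2 under a CMV promoter; the protocol text gives 20 µM as final concentration; 100% = response of wells given 1 µM PGE2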
* = called active by the depositor; i = inactive; · = no result given; & = joins results of further samples.

The first 2 records, to show the layout:
molecule	TRPML3 agonist	S1P4 antagonist	S1P4 agonist	BaF3 parental	Calpain2 inh	Ba/F3 V617F tox	PERK inh	zfTRPN1 agonist	EP2 mod
COc1cc(C(=O)OCC(=O)NCc2ccc(F)cc2)cc(NC(=O)c2cccs2)c1OC	0.3	-13	-0.5	8	-99	1	-0.9	-0.4	17
O=C(NCCc1ccccc1)C(=O)NCC(c1ccco1)N1CCOCC1 (configuration not stated)	-0.2	-30	-0.3	9	24	5	0.9	-0.1	-44

The whole of this part, previewed entries included:
molecule	TRPML3 agonist	S1P4 antagonist	S1P4 agonist	BaF3 parental	Calpain2 inh	Ba/F3 V617F tox	PERK inh	zfTRPN1 agonist	EP2 mod
COc1cc(C(=O)OCC(=O)NCc2ccc(F)cc2)cc(NC(=O)c2cccs2)c1OC	0.3	-13	-0.5	8	-99	1	-0.9	-0.4	17
O=C(NCCc1ccccc1)C(=O)NCC(c1ccco1)N1CCOCC1 (configuration not stated)	-0.2	-30	-0.3	9	24	5	0.9	-0.1	-44
CCCOC1OC(=O)c2c1ccc(OC)c2OC (configuration not stated)	0.9	-5	-0.9	1	-6	-5	0.7	2.5	15
N/C(=N\OC(=O)c1cccc([N+](=O)[O-])c1)c1cccnc1	0.5	-17	1.0	2	-11	-2	1.1	-0.1	-5
Cc1noc(C)c1COc1ncnc2ccccc12	0.9	1	0.7	3	-36	-1	0.1	1.0	24
CCN(Cc1ccccc1)C(c1ccc(C)cc1)c1nnnn1C(C)(C)CC (configuration not stated)	0.1	-8	0.5	3	26	0	1.3	-0.4	22
CCOC(=O)C1=C(CC)Nc2ccccc2N=C1NC(=O)c1ccc(S(=O)(=O)N2CCCC2)cc1	-1.6	-29	1.1	7	-51	3	-0.2	0.3	-13
CCCCOc1ccc(-c2nc(/C=N/c3nccs3)c(O)o2)cc1	0.1	-9	3.5	3	9	-3	1.0	0.3	8
C/C(=N\NC(=O)COc1ccccc1)c1ccc(O)cc1	0.9	11	2.3	10	-7	2	0.7	1.7	-20
c1ccc(-c2nc3c(ccc4ccccc43)[nH]2)nc1	0.2	18	-1.6	2	-167	-4	-1.1	-0.5	-86&-26
Cc1ccc(S(=O)(=O)N2CCN(C(=S)NCCc3ccccc3)CC2)cc1	0.5	12	-0.8	6	-6	1	0.3	-1.4	-68
O=C1CC(c2ccccc2)Cc2nc(N3CCc4ccccc43)ncc21 (configuration not stated)	0.5	-15	1.2	1	·	-1	0.3	0.7	·
O=C(c1cc2ccccc2oc1=O)N1CCN(Cc2ccc3c(c2)OCO3)CC1	1.2	-1	3.6	-1	-23	-5	-0.9	2.0	9
S=C1NCCOCCOCCOCCNC(=S)N2CCOCCOCCN1CCOCCOCC2	0.5	-14	2.6	6	-14	-4	0.8	0.8	-6
CCN(c1ccccc1)S(=O)(=O)c1ccc(Cl)c(NC(=O)CSc2nnc(C)s2)c1	-0.7	-6	0.4	2	15	4	-0.2	0.7	0
N#C/C(=C\Nc1ccccc1SC(F)(F)F)c1nc(-c2ccc(F)cc2)cs1	-0.2	-5	0.4	4	12	-4	1.1	0.3	22
N#CCC(=O)N/N=C/c1ccc(OCc2ccccc2)cc1	0.2	5	1.3	4	14	1	1.0	-0.2	-25
O=C(/C=C/NNC(=O)c1ccc(Cl)cc1)c1ccccc1	0.0	7	1.4	8	-38	4	0.8	0.6	-25
CC(C)c1ccc(-n2c(-c3ccccc3)c[n+]3c2CCc2ccccc2-3)cc1	0.4	2	-1.5	92*	12	99*	0.0	2.7	-70
CCOC(=O)c1cnc(-n2nc(C)cc2C)nc1Oc1ccc(C(=O)OC)cc1	0.4	3	-2.1	2	24	3	-1.5	0.8	12
COc1ccc(NC(=O)c2ccc(-c3ccccc3Cl)o2)cc1	-0.1	6	-0.2	4	11	0	0.0	-2.1	-15
Cc1cccc(NC(=O)c2cn(-c3ccccc3)nc2-c2ccccc2)c1	0.1	-25	0.8	5	-19	-1	1.1	-2.4	30
CCOC(=O)Cc1cc(=O)[nH]c(/N=C(/NC(=O)c2ccccc2)Nc2ccccc2C(F)(F)F)n1	0.8	-5	-0.7	1	-13	-6	-0.2	0.5	-10
CC(C)(C)Nc1c(-c2cccs2)nc2ccccn12	1.4	-12	1.2	6	i	-2	1.1	-0.9	-7
CN1C(=O)N(c2nnc(C(C)(C)C)s2)C(=O)C1c1ccccc1 (configuration not stated)	0.5	5	0.4	-3	-14	-1	1.7	2.4	-22
Cc1ccc(C(c2sc3nc(C)nn3c2O)N2CCN(c3ccc(F)cc3)CC2)cc1 (configuration not stated)	0.8	-1	0.6	6	20	1	0.1	0.9	14
O=C(NCCC1=CCCCC1)c1ccc(Cl)cc1	-1.3	-7	-1.8	14	11	2	-0.2	-1.6	-45
Cc1c(C(=O)NC2CCCCC2)oc2c1C(=O)CC(C)(C)C2	-0.2	1	0.1	3	-19	0	-0.2	0.5	2
CCOc1ccc2c(C)c(C)c(=O)oc2c1OCC	0.2	8	-2.0	7	-274	7	-0.9	-0.5	9
CN(C)S(=O)(=O)c1ccc(NC(=S)NC(=O)Cc2ccccc2)cc1	0.7	-5	0.9	9	-3	2	-0.1	0.4	-28
CC(c1ccccc1)N1C(=O)c2ccc(C(=O)NCc3ccco3)cc2C1=O (configuration not stated)	-0.8	-16	-1.0	3	32	-2	0.6	0.0	11
FCCCOc1ccc(/C=N/OCc2ccc(Cl)cc2)cc1	0.1	-14	3.1	-1	16	-2	1.9	-0.1	30
O=C(Nc1cc(Br)ccc1O)c1cnn2c(C(F)F)cc(C3CC3)nc12	0.3	-38	0.1	5	6	6	-0.1	0.7	-44
Cc1c(Cl)cccc1N/C(=N/S(=O)(=O)c1cccs1)c1ccccc1	-0.2	-6	-0.5	0	11	-2	0.0	-1.2	46
Cc1cccc2cc3c(NC(=O)C(C)C)nn(C)c3nc12	-0.1	7	0.4	9	-220	-2	-0.5	-0.9	-30
CCN(Cc1ccccc1)S(=O)(=O)c1cc(C(=O)c2c(N)n(C)c(=O)n(C)c2=O)ccc1OC	0.5	5	0.5	0	-29	-1	-0.2	-0.1	15
COc1ccc(C(=O)C2CCCN(C/C=C/c3ccccc3OC)C2)c(OC)c1 (configuration not stated)	1.1	2	0.6	3	31	10	1.0	-0.3	-37
CC1CCCC(C)N1C(=O)CSc1nnnn1Cc1ccccc1 (configuration not stated)	-0.1	92*	1.3	-1	-45	-4	-0.6	1.6	53
COc1nnc(-c2ccc(N3CCCCC3)c(NC(C)=O)c2)c2ccccc12	-0.9	-3	-5.5	2	18	-4	-1.2	-1.5	-27
O=C(Nc1ccc2nc(-c3ccc4nc[nH]c4c3)[nH]c2c1)c1cccs1	0.1	-14	-2.4	-3	-46	2	0.7	0.6	-34
N#CC1=C(N)Oc2n[nH]c(-c3ccc(F)cc3)c2C1c1ccncc1 (configuration not stated)	0.4	-10	0.1	3	17	1	0.7	1.4	4
CC1S/C(=N/N=C2CCCCC2)NC1=O (configuration not stated)	1.1	-4	0.0	8	7	-3	0.4	0.6	22
CCC(=O)Nc1ccnc(-c2cccnc2)n1	0.2	-17	-1.7	3	7	3	-0.2	1.4	10
COC(=O)c1ccccc1NC(=O)NC1CCC(C)CC1 (configuration not stated)	-1.1	-27	2.2	4	-17	-2	1.4	-2.4	12
O=C(NCc1nnc(SCC(=O)N2CCCc3ccccc32)n1-c1ccccc1)c1cccc2ccccc12	-1.1	-2	-0.6	9	-55	1	-0.2	-0.9	-7
O=C(CN1C(=O)/C(=C\c2cccc(F)c2)Oc2ccccc21)N1CCN(c2ccccn2)CC1	0.7	-16	0.1	4	-464	-1	1.3	2.0	10
Cc1ccc(S(=O)(=O)N2CCN(S(=O)(=O)N3CCCCC3)CC2)c(C)c1	0.3	-34	1.2	4	-11	-4	-0.7	1.8	-10
Cc1ccc(Cl)cc1NC(=O)CCC(=O)Nc1cc(Cl)ccc1C	0.5	-3	-1.7	2	-38	-1	0.3	-0.3	9
CC(C)CCC(C(=O)O)C(C)CC(=O)NNC(=O)c1ccco1 (configuration not stated)	0.6&0.7	3&2	-2.2&-0.1	2&4	20&-20	-3&-3	0.8&1.3	-0.6&1.5	-7&4
COc1cc(O)c(C(=O)/C=C/c2ccccc2)c(OC)c1	0.6	-5	0.9	3	-21	-3	0.6	0.7	36&49
COc1cc(NC(=S)Nc2cccc(Cl)c2Cl)c(OC)cc1Cl	0.1	6	0.3	3	7	-3	0.7	-2.0	2
O=C(N/N=C/c1ccc(OCc2ccccc2)cc1)c1cc[n+](Cc2ccccc2)cc1	1.2	-11	2.6	3	-4	-1	-0.5	-0.7	10
O=C(/C=C/c1ccccc1)Nn1c(-c2cccs2)nc2ccccc2c1=O	-0.8	-10	-1.8	8	-17	2	-0.4	0.5	23
CCOC(=O)C1=C(C)NC(=O)NC1c1ccc([N+](=O)[O-])o1 (configuration not stated)	0.5	-2	1.8	-3	9	-4	0.6	-1.9	15
Cc1cc(C)n(-c2cccc(F)n2)n1	-0.1	-1	1.3	6	-9	1	1.3	1.0	8
C=CCNC(=S)/C(=C(/[O-])c1ccccc1Br)[n+]1ccccc1	0.4	-6	-0.2	-1	18	-3	0.4	-1.1	21
COc1ccc(N(C)C(=O)CCS(=O)(=O)c2cccc3nonc23)cc1	1.1	-3	0.2	3	-12	-4	0.5	-1.1	6
O=C(CSc1nnc(-c2ccccc2)n1Cc1ccco1)Nc1ccc(S(=O)(=O)N2CCCC2)cc1	-1.2	4	-2.4	8	-13	3	-0.8	-0.3	4
CCOC(=O)c1c(NC(=O)Nc2ccc(C)cc2)sc2c1CCN(C)C2	-0.1	-5	0.2	18	24	7	-0.6	2.4	-14
CC(=O)Nc1ccc(S(=O)(=O)N2CCN(C(=O)c3cccnc3)CC2)cc1	0.1	0	-1.4	7	-36	-1	1.4	1.0	28

Next part
molecule	TRPML3 agonist	S1P4 antagonist	S1P4 agonist	BaF3 parental	Calpain2 inh	Ba/F3 V617F tox	PERK inh	zfTRPN1 agonist	EP2 mod
Cc1nn(CC(=O)NCc2ccc(OC(C)C)cc2)c(=O)c2cc3occc3n12	0.3	-20	-4.4	3	23	-2	-0.9	-1.3	-1
Clc1ccc(CSc2nnc(-c3sccc3-n3cccc3)o2)cc1	0.9	-1	-1.7	4	1	0	0.2	-1.5	28
CCC(C)(C)NC(=O)C(c1cccs1)N(C(=O)c1ccn[nH]1)c1ccccc1 (configuration not stated)	-0.5	-5	0.1	-1	-14	-3	0.9	-1.9	13
COC(=O)CCC(=O)Nc1sc(C)c(C)c1C(N)=O	0.7	-6	-2.9	-5	16	-4	2.2	1.1	-1
O=C1CC(N2CCN(Cc3ccc(Cl)cc3)CC2)C(=O)N1CCc1ccccc1 (configuration not stated)	2.5	-18	-1.1	6	5	3	-2.3	5.8	-19
Cn1c(CN2CCCC2)nc2cc(NC(=O)COc3ccc([N+](=O)[O-])cc3)ccc21	0.1	-7	3.6	1	3	-4	-0.7	-0.6	-11
O=C(C1CCCN(S(=O)(=O)Cc2ccccc2)C1)N1CCCCC1 (configuration not stated)	0.9	-4	2.8	1	2	1	-0.8	0.9	21
OCCN1CCN(c2ncnc3sc(-c4ccccc4)cc23)CC1	0.7	10	0.6	2	-17	1	-0.6	1.5	-6

Random draw from the library. Share with any hit: about 3.6%.
